# Assay outcomes from PubChem.
# TCR CD3 inh = human TCR-CD3 binding inhibition | inhibition, % at 9.4 µM | 0.37% of 360,000 active | TAMRA-labeled TCR probe fluorescence, biochemical | AID 651800; in the data active = inhibition above about 19%;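 note: recombinant mutant TCR 2C K166C tagged with TAMRA read by polarization; 0% = receptor in buffer alone and 100% = receptor with positive control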
# SIAE primary = human SIAE inhibition, primary screen; Q9HAT2; SIAE FP-Rh probe binding, fluorescence polarization; inhibition, % at 9.66 µM; 0.69% of 370,000 active;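 active = inhibition above a cutoff: mean of compounds within the control limits plus 3 SD of those, cut at about 17% in these data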;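 note: 0% = plate median of compound wells and 100% = probe without SIAE protein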
# UHRF1 MBD2 ctr = human UHRF1 methylated DNA binding inhibitors. UHRF1 binding to methylated oligo, TR-FRET. inhibition, % at 4.4 µM. 0.75% of 370,000 active. AID 687016; in the data active = inhibition above about 21%;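 note: UHRF1 SRA domain binding a hemimethylated CpG hairpin DNA probe; 0% = median of test compound wells and 100% = reference inhibitor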
# PRMT1 FP inh = PRMT1 (human) inhibition, primary screen; recombinant PRMT1, activity-based probe fluorescence polarization; inhibition, % at 2.79 µM; 1.3% of 370,000 active;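 active = inhibition above about 21% made by adding two undisclosed values, limit read from the data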
# Target sequence (Q99873 whole entry, looked up): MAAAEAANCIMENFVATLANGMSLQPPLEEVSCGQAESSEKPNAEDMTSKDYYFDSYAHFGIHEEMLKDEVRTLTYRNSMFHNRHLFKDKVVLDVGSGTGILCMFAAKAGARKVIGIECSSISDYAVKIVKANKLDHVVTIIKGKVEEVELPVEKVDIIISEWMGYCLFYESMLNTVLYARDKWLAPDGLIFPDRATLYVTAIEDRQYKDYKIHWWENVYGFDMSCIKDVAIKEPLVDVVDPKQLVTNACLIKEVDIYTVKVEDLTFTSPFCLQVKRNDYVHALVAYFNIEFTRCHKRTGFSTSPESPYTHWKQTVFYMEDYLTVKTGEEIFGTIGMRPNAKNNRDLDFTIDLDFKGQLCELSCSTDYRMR
# LEDGF integ inh = blocks HIV-1 LEDGF/p75-dependent DNA integration | TR-FRET IN-LEDGF/p75 DNA integration, Eu/Cy5 | inhibition, % at 3.7 µM | 0.64% of 370,000 active | AID 743269;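 active = inhibition above the screen-wide mean plus 3 SD, cut at about 13% in these data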;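 note: signal is the Cy5 over europium emission ratio at 671 and 618 nm; 0% = plate median of compound wells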
# Tn7 DDE FP = disrupts Tn7 cyclic peptide binding to fibrin D-Dimer-E complex; FP displacement of FITC-Tn7 peptide from fibrin DD(E); 0% = median of compound wells per plate; inhibition, % at 8.3 µM; 0.13% of 370,000 active; AID 720508;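 active = inhibition above the mean of compounds falling within the control limits plus 3 SD of them, cut at about 14% in these data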;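 note: 0% = plate median of compound wells and 100% = 10 µM Aha-Tn7 peptide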
#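 Measure: % inhibition scaled between sample-field median and high-control FP; Test system: human fibrin DD(E); Quantity: 2 µM final DD(E) protein; Doses: one dose, 8.3 µM nominal; Schedule: compound with protein 10 min, then 3 h after probe, room temperature; Detection: fluorescence polarization; Medium: Tris buffer with calcium and detergent, pH 7.8.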
# HTRA1 inhibitor = inhibitors of human serine peptidase HTRA1. Q92743. recombinant HTRA1, FP-rhodamine activity-based probe, fluorescence polarization. inhibition, % at 5.96 µM. 0.5% of 340,000 active. AID 504803; in the data active = inhibition above about 36%;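 note: 0% = enzyme with DMSO and 100% = wells lacking enzyme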
# TDP2 absorb = TDP2 (human) inhibition, absorbance primary screen; O95551; recombinant TDP2, T5PNP hydrolysis, p-nitrophenol absorbance 415 nm; inhibition, % at 12.8 µM; 0.34% of 370,000 active; AID 720702;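 active = inhibition above the mean of all tested compounds plus 3 SD, set per campaign, cut at about 25% in these data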;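 note: 0% = DMSO with enzyme and 100% = buffer with substrate but no TDP2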
# Target sequence (O95551 whole entry, looked up): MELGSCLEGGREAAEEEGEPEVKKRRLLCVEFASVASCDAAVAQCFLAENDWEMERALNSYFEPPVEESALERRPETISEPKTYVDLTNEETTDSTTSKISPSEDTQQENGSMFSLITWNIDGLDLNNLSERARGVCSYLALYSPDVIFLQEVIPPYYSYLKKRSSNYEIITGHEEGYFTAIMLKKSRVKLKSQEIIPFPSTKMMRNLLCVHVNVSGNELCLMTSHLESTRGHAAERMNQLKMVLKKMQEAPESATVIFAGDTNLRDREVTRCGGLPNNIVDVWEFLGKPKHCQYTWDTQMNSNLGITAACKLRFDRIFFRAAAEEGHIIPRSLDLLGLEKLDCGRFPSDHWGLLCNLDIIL
#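 System – recombinant human TDP2 · Amount – 120 nM TDP2 per well · Buffer or medium – Mg2+-containing Tris-HCl buffer, pH 7.5 · Reagent – T5PNP substrate, 5 mM · Dosing – 12.8 µM single point, 1% DMSO · Incubation – 2 h at 37 °C · Measured by – epi absorbance · Read-out basis – percent inhibition · Benchmarks – high control without enzyme, low control DMSO plus TDP2 · Repeats – singlicate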
# PG9 Ab binder = small molecules binding HIV-1 gp120 antibody PG9 | TR-FRET gp120-PG9 antibody binding | inhibition, % at 6.7 µM | 0.43% of 360,000 active; in the data active = inhibition above about 8.5%
# mABHD4 FP = inhibitors of mouse ABHD4; inhibition, % at 8.92 µM; 0.54% of 370,000 active; Q8VD66; purified mABHD4, FP-Rh probe fluorescence polarization;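 active = inhibition exceeding the mean over every tested compound plus 3 SD, cut at about 30% in these data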;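 note: 0% = plate median of compound wells and 100% = S159A mutant with DMSO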
# Target sequence (Q8VD66 whole entry, looked up): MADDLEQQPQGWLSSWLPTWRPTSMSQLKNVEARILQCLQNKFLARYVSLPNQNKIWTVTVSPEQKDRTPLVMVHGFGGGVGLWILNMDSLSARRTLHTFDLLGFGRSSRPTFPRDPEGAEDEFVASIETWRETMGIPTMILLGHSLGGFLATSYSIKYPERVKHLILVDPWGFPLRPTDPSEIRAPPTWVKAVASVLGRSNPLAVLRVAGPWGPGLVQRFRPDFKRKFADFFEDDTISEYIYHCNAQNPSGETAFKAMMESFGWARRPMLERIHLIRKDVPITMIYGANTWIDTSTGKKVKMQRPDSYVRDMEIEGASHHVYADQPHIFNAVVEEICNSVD
#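 system = mouse ABHD4 enzyme, wild type | medium = HEPES pH 7.0, NaCl, Pluronic buffer | also added = FP-Rh probe | incubation = Enzyme–compound pre-incubation 45 min, then probe 60 min, both 25 °C | technique = fluorescence polarization, excitation 525 nm, emission 598 nm, BODIPY TMR filters | controls = S159A mutant high control, sample median low control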
# An asterisk follows results filed as active; nt = no result given.
TCR CD3 inh,SIAE primary,UHRF1 MBD2 ctr,PRMT1 FP inh,LEDGF integ inh,Tn7 DDE FP,HTRA1 inhibitor,TDP2 absorb,PG9 Ab binder,mABHD4 FP,mol
4,-3,-7,-1,-2,1,11,1,-2.8,-9,O=C(Nc1cc([N+](=O)[O-])ccc1N1CCCC1)c1ccccc1
5,3,-1,6,1,-2,1,-11,-2.8,3,CSc1nnc(NC(=O)c2nc(S(=O)(=O)Cc3ccccc3)ncc2Cl)s1
-4,1,6,-5,1,-4,5,-7,0.0,5,CCN1CC(C)(C)N(C(=O)c2ccccc2)CC1(C)C
3,3,-2,0,-4,4,5,10,-0.2,4,CCOC(=O)[C@@H]1[C@H]2COc3cc(OC)ccc3[C@@H]2N2C(=O)N(c3ccccc3)C(=O)[C@@]12C
0,-2,-2,45*,-1,-4,-8,-1,3.9,5,COc1ccc(OC)c(C2CC(=O)N3CN(c4cccc(Cl)c4C)CSC3=C2C#N)c1 (centres undefined)
0,7,-1,-1,5,-1,5,0,-0.5,-3,Cc1ccc2nc(C3CCN(C(=O)c4ccco4)CC3)[nH]c2c1
9,3,0,-4,5,3,-3,4,-0.7,-5,O=C(c1ccccc1Cl)N(Cc1ccc(Br)cc1)N1C(=O)CCCC1=O
2,1,1,0,-1,-4,-10,11,1.1,-3,O=C(/C=C/c1ccc(Cl)cc1)NCCSc1ccccc1
-4,-5,-5,-2,5,6,2,14,1.9,3,Cc1nc(-c2cn[nH]c2)c2cc(C)oc2n1
-1,1,1,-4,-3,4,2,5,-0.1,5,COCCCNC(CC(=O)Nc1ccc(OC)cc1OC)C(=O)O (centres undefined)
3,1,7,-4,-9,-6,-3,-7,-3.9,0,O=c1nc(N/N=C/c2ccccn2)cn[nH]1
-6,-74,3,0,0,-3,-86,1,-1.3,-69,Clc1cccc(-c2ccc3ncnc(NCc4cccs4)c3c2)c1

# Compound profiles, as listed above. Values in the order: TCR CD3 inh | SIAE primary | UHRF1 MBD2 ctr | PRMT1 FP inh | LEDGF integ inh | Tn7 DDE FP | HTRA1 inhibitor | TDP2 absorb | PG9 Ab binder | mABHD4 FP
# COCCCNC(CC(=O)Nc1ccc(OC)cc1OC)C(=O)O (centres undefined) is listed with -1 | 1 | 1 | -4 | -3 | 4 | 2 | 5 | -0.1 | 5
# CSc1nnc(NC(=O)c2nc(S(=O)(=O)Cc3ccccc3)ncc2Cl)s1 is listed with 5 | 3 | -1 | 6 | 1 | -2 | 1 | -11 | -2.8 | 3
# CCN1CC(C)(C)N(C(=O)c2ccccc2)CC1(C)C is listed with -4 | 1 | 6 | -5 | 1 | -4 | 5 | -7 | 0.0 | 5
# Cc1ccc2nc(C3CCN(C(=O)c4ccco4)CC3)[nH]c2c1 is listed with 0 | 7 | -1 | -1 | 5 | -1 | 5 | 0 | -0.5 | -3

# New compounds follow
TCR CD3 inh,SIAE primary,UHRF1 MBD2 ctr,PRMT1 FP inh,LEDGF integ inh,Tn7 DDE FP,HTRA1 inhibitor,TDP2 absorb,PG9 Ab binder,mABHD4 FP,mol
4,-2,2,4,1,-5,1,5,-0.7,8,COc1ccccc1NC(=O)CN1C(=O)COc2ccc(C)cc21
1,15,-1,0,-2,4,17,6,-4.5,8,O=[N+]([O-])c1ccc(CCNc2cccc3ccccc23)c([N+](=O)[O-])c1
4,0,1,-3,4,-4,1,0,-0.4,-2,CNC(=O)COC(=O)CCC(=O)c1ccc(Cl)cc1
4,1,1,-7,1,1,15,19,-4.4,2,CC(C)(C)NS(=O)(=O)c1ccc(/C=C/C(=O)O)cc1
-2,7,0,2,-1,8,4,-4,1.2,-4,COCCN(C(=O)COC(=O)/C=C/c1cccc(OC)c1)c1c(N)n(CC(C)C)c(=O)[nH]c1=O
1,-2,-2,-1,-2,-5,-1,-5,0.0,-4,OCCNc1ncnc2c1cnn2Cc1ccccc1
2,2,1,-3,1,5,4,-3,-0.9,-2,COc1ccccc1NC(=S)N1CCOCC1
-6,5,4,6,-2,9,-4,0,1.4,-1,CCSc1nnc(SCC(=O)Nc2cc(C)on2)s1
9,-2,1,6,0,-6,6,-4,1.5,3,COc1cc(CNCCCO)ccc1OCC(=O)NC(C)(C)C
nt,-2,14,2,1,8,nt,0,nt,5,COC(=O)C1CN(Cc2cn(CCOC(C)=O)nn2)CCS(=O)(=O)N1Cc1ccc(F)cc1 (centres undefined)
-5,-1,-1,3,-2,-1,-1,-2,0.0,-3,O=C(O)c1cc2cc(Cl)ccc2[nH]1
3,-5,-2,0,-1,-2,-5,-8,-1.8,-1,CCOc1ccc(Nc2ncnc3c2cnn3Cc2ccccc2)cc1
-8,0,4,2,4,-2,-4,-22,0.6,-4,COC(C[C@H]1O[C@H]1C(=O)COCc1ccccc1)OC
7,1,0,-3,1,3,2,1,-1.3,5,CCO[C@@H]1OC(C(N)=O)=C[C@H](C2CC2)[C@H]1CCCO
-8,2,0,3,-1,4,2,0,-1.3,4,O=C(CCC(=O)OCC(=O)c1ccccc1)Nc1cccc(Cl)c1
-4,-1,2,1,-4,2,6,7,-0.8,9,O=C(CCS(=O)(=O)c1ccccc1)Nc1cccc2c1C(=O)NC2=O
3,1,2,0,-1,-3,-5,1,-0.9,-1,COc1ccc(NS(=O)(=O)c2cc(NC(=O)c3ccncc3)ccc2N2CCOCC2)cc1
28*,12,9,17,15*,-8,28,27*,-4.9,62*,CCC(NC(=O)Nc1ccc(O)cc1)(C(F)(F)F)C(F)(F)F
0,-3,-2,-9,3,-6,3,0,-0.5,2,CC[C@@H]1C/C=C\Cc2ccccc2[C@@H](C(=O)C[C@H](O)CC(C)=O)OC1=O
8,-24,-2,1,-2,0,-58,-12,-0.1,-54,O=S(=O)(Nc1ccccc1)c1ccc(Oc2ncc(C(F)(F)F)cc2Cl)cc1
-8,0,1,1,0,1,-3,-3,0.8,-1,CCCOC(=O)C1=C(C)NC2=C(C(=O)CCC2)C1c1cccs1 (centres undefined)
5,10,1,-4,-1,6,7,0,-0.1,3,O=C(NCCC(=O)N1CCCCCCC1)c1ccc(Br)cc1
4,-1,1,-1,4,9,-10,7,-0.4,-14,COc1cccc(NC(=O)NCCCCc2ccccc2)c1
-11,-6,1,1,-5,4,5,-2,-1.6,2,COc1nc2ccccc2nc1CCC(=O)O
5,-4,1,-5,4,-3,6,-9,-2.3,2,O=C(CCn1c(=S)oc2ccccc21)NC1CCCCCC1
-1,9,-2,5,0,2,4,4,1.0,-2,C=CCNC(=S)NCCCCC1NC(=S)N(CC=C)C1=O (centres undefined)
-4,1,1,5,3,5,-4,-1,-1.5,-3,CN1C(=O)NC(c2ccc(O)cc2)C2=C1CN(c1cccc3ccccc13)C2=O (centres undefined)
-3,-35,-2,2,-2,1,nt,2,-2.2,-30,O=C(CCCN1C(=O)/C(=C/c2cccc(Br)c2)SC1=S)Nc1cccnc1
2,7,3,2,-2,5,-4,9,0.0,-2,Cc1ccc(S(=O)(=O)CCC(=O)OCc2ccc(Cl)cc2)cc1
-6,-6,-3,-2,2,3,3,12,0.6,-2,COc1ccc(S(=O)(=O)N/N=c2\oc3c(OC)cccc3cc2S(=O)(=O)c2ccc(C)cc2)cc1OC
6,2,-1,3,-6,-1,-1,-3,-0.7,-3,Cc1ccccc1N1CCN(C(=O)C2CCC(=O)N(C3CCCC3)C2)CC1 (centres undefined)
-7,-20,-6,24*,-2,1,-13,1,-1.0,8,COc1ccc(/C=C2/SC(c3ccc(C)cc3)=NC2=O)cc1OC
2,14,1,1,0,1,66*,6,-1.9,34*,N#C/C(=C\c1ccc(O)c(O)c1)C(=O)NCCCc1ccccc1
0,-12,6,1,-2,-1,9,2,2.3,-1,Cc1ccc(Sc2cc(Cl)nc(N)n2)cc1
-1,0,1,75*,-2,8,6,-1,0.8,0,CC(C)(C)c1nnc(SCC(=O)c2ccccc2)n(N)c1=O
-4,7,18,0,-4,-5,-1,6,0.9,4,COc1ccc(CCNC(=O)CSc2ccc(-c3cccs3)nn2)cc1
-8,8,7,-5,-1,0,-11,-8,-0.1,3,COc1ccc(-c2nc(C#N)c(NCc3ccc(F)cc3)o2)cc1OC
-3,-5,0,-1,2,-1,-13,9,0.1,2,CC(C)=C(NC(=O)c1ccccc1)C(=O)Nc1cccc(C(=O)O)c1
7,9,1,0,1,8,2,10,1.2,5,O=S(=O)(CCN1CCN(c2ccccn2)CC1)c1ccc(F)cc1
-6,-4,2,0,0,-3,2,-3,-3.2,4,O=[N+]([O-])c1cc(-c2cnc3ccccc3n2)ccc1Oc1ccc(F)cc1
0,3,4,-5,-1,-3,-1,-8,-0.9,3,COc1ccc(S(=O)(=O)N2CCCC2C(=O)Nc2ccc(O)cc2)cc1 (centres undefined)
2,-16,1,-2,-6,-5,-22,4,-0.3,-18,CC(C)(C)OC(=O)N(CCc1ccccc1)Cc1ccccc1OCc1ccc(NC(=O)C2CCCC2)cc1
-9,14,-2,1,0,0,nt,9,-0.9,7,O=S1(=O)N[C@H](Cc2ccccc2)COc2cc(N3CCC[C@H]3CO)ccc21
-10,-5,0,0,0,0,3,1,0.1,0,CS(=O)(=O)N(CC(=O)O)c1ccc(Oc2ccccc2)cc1
-3,-4,0,1,4,6,-13,5,0.3,-1,CC(=O)Nc1cccc(OCCOc2cccc([N+](=O)[O-])c2)c1
2,3,-2,0,-2,2,4,8,-2.2,4,N#Cc1c(NC(=O)C(=O)NCCCN2CCOCC2)sc2c1CCCC2
nt,0,0,2,1,-4,nt,10,nt,8,C=CCN1[C@@H](C)COc2cccc(F)c2S1(=O)=O
-2,5,1,-2,-2,3,-7,12,4.5,3,COc1ccccc1CNC(=O)C1CCN(Cc2nc(-c3cccc(Cl)c3)oc2C)CC1
-8,-6,1,0,-1,1,4,6,0.3,-7,COC(=O)C(NC(C)=O)(Nc1nc2ccc(C)cc2s1)C(F)(F)F (centres undefined)
5,-2,1,-1,-2,2,-7,5,1.2,-14,O=C(Cn1c(=O)n(-c2ccc(F)cc2)c(=O)c2sccc21)c1ccccc1
-1,3,-1,-5,0,7,-1,-7,-1.5,-2,CC1(NC(=O)C2CCCCC2)CCS(=O)(=O)C1 (centres undefined)
8,6,-4,2,0,-2,-7,4,-1.6,1,Cc1cc(C(=O)CN2C(=O)C(=O)N(Cc3ccccc3)C2=O)c(C)n1-c1ccc2c(c1)OCCO2
1,-2,-4,6,1,5,-15,-6,-3.5,-4,C=CCN1C(=O)C(Cc2ccc(OC)cc2)S/C1=N/N=C/c1ccco1 (centres undefined)
4,26*,1,1,3,2,-41,-8,-2.8,-12,O=C1C=C(c2ccccc2)C[C@@H](c2ccc(Cl)cc2)C1
6,9,-3,-2,3,-4,-3,-7,-0.7,-14,COc1ccc(NC(=O)CCCC(=O)OCC(F)(F)C(F)F)cc1

# No enrichment for hits (roughly 4.2% active in at least one column).
